Bioassay records deposited in PubChem BioAssay by National Center for Advancing Translational Sciences (NCATS).
Lipid storage S3 = qHTS Assay for Lipid Storage Modulators in Drosophila S3 Cells; Drosophila S3 cells, BODIPY lipid droplet fluorescence, 18-24 h; cells fed with added oleic acid; lipid storage change, negative = inhibition, % at the top dose, mostly 46.1 µM; hits show Potency in µM; 320,000 compounds, 0.64% hits; AID 2685, 2010; active means well fitted inhibition curve with a large enough effect in the signal ratio, with a control signal flat, not every such curve was filed as active; inconclusive means small, poorly fitted or top-dose-only effect, or effect the other way, or a change in a side signal; the % refers to the signal ratio
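Drosophila S3 cells got compounds at several concentrations plus oleic acid (400 uM solution). Laser-scanning cytometry with 488 nm excitation read lipid droplets at 500-530 nm and cells at 575-640 nm. Percent activity was relative to 20 uM Triacsin C.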
Lipid storage S3 cell count max = also measured in Lipid storage S3; calls as there; cell number change, %; measured here: cell count max response;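 cells counted by Cell Tracker Red CMTPX staining in the red channel; peak over a dose series mostly up to 46.1 µM; percent activity relative to internal control wells on each plate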
An asterisk follows results filed as active; i = inactive; ? = inconclusive; / = no result given; [ ] = remark or other dose. On the % scale 0 is the no-effect control and ±100 the full control effect; potency means the concentration at half of the fitted maximal effect. Not all compounds are listed; count on the stated rates, not on these rows.

SMILES | Lipid storage S3 | Lipid storage S3 cell count max
Cc1cc(Cl)cc(Cl)c1OCC(=O)NCc1ccco1 | ? | /
Oc1ccc(/C=N/Nc2ccc(C(F)(F)F)cn2)cc1O | ? | /
Oc1cccc2ccc(/C=C/c3cccs3)nc12 | ? | /
COc1cccc(/C(O)=C2/C(=O)C(=O)N(CCCN3CCOCC3)C2c2ccncc2)c1 (centres undefined) | ? | /
Cc1nn(Cc2c(Cl)cccc2Cl)c(C)c1NC(=O)c1sc2ccccc2c1Cl | ? | /
CN(C)CCCN(C(=O)COc1ccccc1)c1nc2ccc(Cl)cc2s1 | ? | /
O=S1(=O)N=C(N(CCO)/N=C/C=C/c2ccccc2)c2ccccc21 | ? | /
COc1ccc(N2CCN(C3CCCN(Cc4ccc(F)cc4Cl)C3)CC2)cc1 (centres undefined) | 11.2% | -12.7
Cc1nc2c(-c3ccc(F)cc3)c(C)nn2c(N2CCOCC2)c1C | ? | /
O=C(Nc1cn(-c2ccccc2)nc1-c1ccccc1)c1ccccc1 | ? | /
Cc1ccc(-c2cc(C(=O)O)n(-c3ccc(S(N)(=O)=O)cc3)n2)cc1 | 29.1% | 6.2
CCCN(Cc1cc2cc(OC)ccc2[nH]c1=O)C(=O)c1ccncc1 | 20.1% | -25.3
CN1CCN(CCCNC(=S)Nc2ccc(F)c(Cl)c2)CC1 | 26.4% | /
Cc1c(C(=O)N2CCN(c3ccc(F)cc3)CC2)sc2nc3n(c(=O)c12)CCC3 | ? | /
N#CC1=C(N)NC(SCC(=O)c2ccc(Br)cc2)=C(C#N)C12CCCCC2 | ? | /
CC(C)CCn1nnnc1CN1CCN(c2ccc(F)cc2)CC1 | i | 10.8
O=C(O)c1ccc(CN2C(=O)c3ccc(C(=O)O)cc3C2=O)cc1 | 1.4% | 5.7
Cc1nn(CC(=O)NC(=O)NC2CCCC(C)C2C)c(=O)c(C#N)c1C (centres undefined) | ? | /
CCOC(=O)CNC(=O)N1CCCC(C(=O)c2cccc(Cl)c2)C1 (centres undefined) | ? | /
CC1CN(c2cnn(C(C)C)c(=O)c2Cl)CC(C)O1 (centres undefined) | -8.1% | 5.0
CCOC(=O)C(NC(=O)CCl)(Nc1sc(C)c(CC)c1C#N)C(F)(F)F (centres undefined) | ? | /
Cc1c(C(=O)c2ccc(Cl)c([N+](=O)[O-])c2)c2ccccn2c1CCC#N | ? | /
CCCCNC(=O)Cn1cnc2sc(C(=O)OCC)c(C)c2c1=O | ? | /
CCc1noc(C)c1C(=O)N1CCC(CCC(=O)Nc2cccc(OC)c2)CC1 | ? | /
CCOc1ccc(C(=O)NC(C(=O)NCC(c2cccs2)N(C)C)C(C)C)cc1 (centres undefined) | 16.5% | -5.6
COc1ccc(C2c3ccc(O)cc3Oc3ncn(Cc4ccccc4)c(=N)c32)cc1OC (centres undefined) | 0.3% | 2.4
COC(=O)c1cc(-c2ccc3c(c2)OCO3)nc2ccccc12 | ? | /
CN(C)CCOC(=O)c1sc2ccccc2c1Cl | ? | /
O=C(CN1C(=O)NC2(CCCc3ccccc32)C1=O)c1ccc(F)cc1 (centres undefined) | ? | /
O=C(Oc1ccc(N(Cc2cccs2)C2=NS(=O)(=O)c3ccccc32)cc1)c1ccc(Cl)cc1 | 0.8% | -9.4
Cc1ccc(CNC(=O)CSc2ccsc2[N+](=O)[O-])cc1 | ? | /
O=C(NCCc1ccccc1)c1ccc2c(=O)[nH]c3c(C(=O)NCC4CCCO4)sc(=S)n3c2c1 (centres undefined) | ? | /
O=C(Nc1ncc(S(=O)(=O)c2ccc([N+](=O)[O-])cc2)s1)c1cccc2ccccc12 | ? | /
COc1ccc(-c2cc3cccc(OC)c3oc2=O)cc1 | -13.7% | /
Cc1cccc(-c2oc3ccccc3c2C#CCCO)c1 | -26.4% | 14.9
COc1cc2c(cc1OC)CN(c1nc(CN3CCOCC3)nc3sc4c(c13)CCC(C)C4)CC2 (centres undefined) | ? | /
O=C(Nc1ccc(N2CCOCC2)cc1)c1ccc(S(=O)(=O)N2CCCCC2)cc1 | -17.1% | -25.1
CCc1noc(C)c1C(=O)NCCc1ccc(OC)c(OC)c1 | ? | /
O=C(NCCc1ccc(Cl)cc1)C1CCN(C(=O)c2ccc(F)cc2)CC1 | ? | /
CCOc1ccc(N2C(=O)Nc3ccccc3C2(O)C(=O)N2CCN(c3ccccn3)CC2)cc1 (centres undefined) | ? | /

Some of the entries so far, with values ahead of the structure:
Lipid storage S3	Lipid storage S3 cell count max	canonical_smiles
?	/	Cc1c(C(=O)N2CCN(c3ccc(F)cc3)CC2)sc2nc3n(c(=O)c12)CCC3
?	/	CCOC(=O)CNC(=O)N1CCCC(C(=O)c2cccc(Cl)c2)C1 (centres undefined)
20.1%	-25.3	CCCN(Cc1cc2cc(OC)ccc2[nH]c1=O)C(=O)c1ccncc1
?	/	COc1cccc(/C(O)=C2/C(=O)C(=O)N(CCCN3CCOCC3)C2c2ccncc2)c1 (centres undefined)
?	/	CCc1noc(C)c1C(=O)NCCc1ccc(OC)c(OC)c1

The listing continues:
SMILES | Lipid storage S3 | Lipid storage S3 cell count max
Cc1sc2ncnc(Sc3nc4ccccc4s3)c2c1C | -11.7% | -13.1
Cc1oc(S(=O)(=O)N2CCOCC2)cc1C(=O)Nc1ccc(Cl)cc1 | 10.5% | 10.8
O=C(COc1ccc(Cl)cc1Cl)N1CCCCCC1 | i | 21.7
CN1CCN(C(=O)c2ccc3c(c2)NC(=O)/C(=C/c2ccccc2)S3)CC1 | ? | /
O=C(Nc1nnc(-c2cc(Cl)ccc2Cl)o1)c1ccco1 | ? | /
COc1cc(/C=N/NC(=O)CCC(=O)Nc2ccc(F)cc2)ccc1O | 9.9% | -1.2
O=C1CCCCN1CCCC(=O)N1CCCC(Nc2ccccc2)C1 (centres undefined) | i | /
CC(=O)NS(=O)(=O)c1ccc(NC(=O)CCC2CCCC2)cc1 | i | -4.5
Cc1cc(C(=O)CSc2nc3ccccc3c(=O)n2C)c(C)n1Cc1ccc2c(c1)OCO2 | ? | /
COCCCn1c(C)nnc1-c1cnn(-c2ccccc2)c1N | 10.4% | 22.6
O=C1NC2(CCCC2)C(=O)N1CCS(=O)(=O)Oc1ccccc1 | 4.6% | -10.9
COc1ccc(S(=O)(=O)N/N=C\c2ccccc2F)cc1 | ? | /
CCN(CC(=O)Nc1c(F)cccc1F)C(=O)c1ccc(=O)n(Cc2ccccc2)n1 | ? | /
COc1cccc(NC(=O)CN(C)CC(=O)c2c(N)n(Cc3ccccc3)c(=O)n(C)c2=O)c1 | ? | /
O=C(Nc1ccccc1O)c1c(O)c2c([nH]c1=O)CCCC2 | ? | /
Cc1ccc(CCNC(=O)CN2C(=O)COc3ccccc32)cc1 | ? | /
Cc1cc(Cl)ccc1OCC(=O)OCC(=O)N(CC(C)C)c1c(N)n(Cc2ccccc2)c(=O)[nH]c1=O | i[0.0737 µM] | /
CCCCCCN(C(=O)CCCCCN1C(=O)NC(c2ccc(-c3ccccc3)cc2)C(C(=O)OCc2ccccc2)=C1C)C(C(=O)NCCCC)c1ccc(OCC(=O)OC)c(C(=O)OC)c1 (centres undefined) | 10.2% | -14.3
S=C(NCCc1ccccc1)NC1CCC(NC(=S)NCCc2ccccc2)CC1 (centres undefined) | ? | /
COc1ccccc1NC(=O)Cc1nnc(SCC(=O)NC2CCCCC2)n1C | ? | /

A different layout for part of the listing above:
| Lipid storage S3 | Lipid storage S3 cell count max | structure |
| --- | --- | --- |
| ? | / | Cc1nc2c(-c3ccc(F)cc3)c(C)nn2c(N2CCOCC2)c1C |
| ? | / | O=C(Nc1cn(-c2ccccc2)nc1-c1ccccc1)c1ccccc1 |

Further entries
SMILES | Lipid storage S3 | Lipid storage S3 cell count max
N/C(Cc1ccc(Cl)cc1Cl)=N\OC(=O)c1cccs1 | ? | /
Cn1cnnc1SCC(=O)Nc1ccc(S(=O)(=O)N2CCCC2)cc1 | ? | /
CCOC(=O)/C(C#N)=C\c1c(C)cc(C)c(COC(C)=O)c1C | 10.4% | 1.9
Cc1ccc(OCC(=O)Nc2cccc(-c3nnc(-c4ccccc4)o3)c2)cc1 | -1.3% | 1.3
Cn1c(CCN2CCOCC2)nc2cc(NC(=O)c3cccs3)ccc21 | ? | /
CC(C(=O)NCC1CCCCC1)N1CCc2ccccc2C1 (centres undefined) | ? | /
Cc1nc([N+](=O)[O-])c(Br)n1Cc1ccccc1 | -11.3% | 7.4
Cc1ccc(S(=O)(=O)NCC(=O)OCC(=O)NC(=O)c2cccn2C)cc1 | -13.2% | -22.4
CCOC(=O)c1ccc(NC(=O)c2ccc(NS(C)(=O)=O)cc2)cc1 | ? | /
CC(CC12CC3CC(CC(C3)C1)C2)NCc1ccccc1O (centres undefined) | ? | /
O=C(NCC1CCCO1)c1cn(-c2ccccc2)nc1-c1ccccc1 (centres undefined) | 12.9% | 0.0
CC(C)=N/N=C1/NC(=O)C(Cc2ccccc2)S1 (centres undefined) | ? | /
COc1ccccc1/C=C/C(=O)NC(=S)Nc1ccccn1 | ? | /
CCOC(=O)N/N=C(\C)c1ccc(Br)cc1 | ? | /
CCOC(=O)N1CCN(c2ncnc3c2[nH]c2ccc(OC)cc23)CC1 | 10.0% | -14.1
COc1ccc(OC)c(/C=N/NC(=O)c2ccncc2)c1 | ? | /
CC1CCCCC1NC(=O)CSc1nnc(-c2ccccc2)n1N (centres undefined) | 14.6% | -3.8
COc1cc(CNCc2ccccn2)ccc1OCc1ccc(Cl)cc1Cl | ? | /
COc1ccc([N+](=O)[O-])cc1NC(=O)CSCc1ccccc1C | 11.2% | 4.7
CC(Sc1ccc2ccccc2c1)C(=O)NC(N)=O (centres undefined) | -6.3% | 22.5

Three entries out of the list above, arranged by the number in Lipid storage S3, rising:
SMILES | Lipid storage S3 | Lipid storage S3 cell count max
CCOC(=O)N1CCN(c2ncnc3c2[nH]c2ccc(OC)cc23)CC1 | 10.0% | -14.1
COc1ccc([N+](=O)[O-])cc1NC(=O)CSCc1ccccc1C | 11.2% | 4.7
O=C(NCC1CCCO1)c1cn(-c2ccccc2)nc1-c1ccccc1 (centres undefined) | 12.9% | 0.0

More results follow:
SMILES | Lipid storage S3 | Lipid storage S3 cell count max
CN1c2ccccc2Oc2nnc(Cl)cc21 | 1.4% | 0.7
Cc1ccc(NC(=O)CSc2nn(-c3ccc(Cl)cc3)c(=S)s2)cc1S(=O)(=O)N(C)C | ? | /
CCN1CCc2c(OCC(=O)Nc3cccc(C)c3)cccc2C1=O | ? | /
COc1ccc(CCNC(=O)CC2SC(=NCCC(C)C)NC2=O)cc1OC (centres undefined) | -5.1% | -9.5
N#CC1(NC(=O)COC(=O)Cn2[nH]c(=O)c3ccccc3c2=O)CCCCC1 | ? | /
Cc1ccc(-c2csc(NC(=O)CCNC(=O)c3ccccc3Cl)n2)cc1 | ? | /
Cc1nc(NC(=O)c2ccco2)sc1C(=O)Nc1ccc(Br)cc1 | ? | /
CCOc1ccc(NC(=O)c2sc3nc(N4CCOCC4)c4c(c3c2N)CCCC4)cc1 | i | -15.8
Cc1ccc(C)c(NC(=O)CSc2nc(C)cc(C)c2C#N)c1 | 11.2% | -1.3
O=[N+]([O-])c1cccc(Cl)c1NCCNS(=O)(=O)c1ccccc1 | i | /
Cc1cccc(CSCC(=O)NCc2ccc(S(N)(=O)=O)cc2)c1 | ? | /
CC(=O)c1cccc(N(CC(=O)Nc2ccc(F)cc2)S(C)(=O)=O)c1 | 4.7% | 5.6
Cn1c2ccccc2c2cnn(CC(=O)Nc3ccc(F)cc3F)c(=O)c21 | ? | /
O=C1CCc2cc(S(=O)(=O)NC3CCCCC3)ccc2N1 | 1.3% | -10.3
C#CCn1c(=NC(=O)CSCC(=O)N2CCOCC2)sc2ccccc21 | ? | /
Cc1cnc(NC(=O)CSc2ccccc2)s1 | ? | /
O=C(CC1SC(N2CCCCC2)=NC1=O)Nc1ccc(C(=O)NCCc2ccc(F)cc2)cc1 (centres undefined) | -23.0% | -13.1
COC(=O)C(CC(=O)c1ccc(Cl)cc1)c1ccc(C(C)C)cc1 (centres undefined) | i | /
CCOc1ccc(S(=O)(=O)N2CCCCC2)c(C)c1C | ? | /
O=C(COC(=O)c1c(Cl)cccc1Cl)NC1CCCCC1 | 3.1% | /
CCNC(=O)CN(c1ccc(CC)cc1)S(C)(=O)=O | ? | /
CC1=Nc2cc(C(=O)NCc3ccco3)ccc2Sc2ccc(C)cc21 | ? | /
O=C(C[n+]1cc(-c2ccccc2)n2c1CCC2)OCc1ccccc1 | -0.2% | 15.1
Cc1ccc(NC(=O)C2CCN(C(=O)c3ccccc3C)CC2)nc1 | ? | /
CC(CNC(=O)COc1ccccc1)OC(=O)Nc1cccc(Cl)c1 (centres undefined) | ? | /
CCOc1cc(/C=C2/NC(=O)N(CC(=O)OC)C2=O)ccc1OC | -5.6% | -1.1
O=C(O)CCS(=O)(=O)Cc1ccccc1Cl | ? | /
Cc1cc(OCC(=O)N2CCOCC2)cc2oc(=O)c3ccccc3c12 | 6.6% | 0.3
O=C(CSc1cn[nH]n1)Nc1cccc(C(F)(F)F)c1 | i | 11.3
CCCCOc1ccc(CN(CCO)CCO)cc1[N+](=O)[O-] | ? | /
Cc1cc(NC(=O)/C(C#N)=C/c2ccco2)n(-c2ccccc2)n1 | 0.4% | -1.0
O=C(O)/C=C\c1cn(-c2ccccc2)nc1-c1cc2ccccc2o1 | 0.5% | 2.1
CC(=O)c1cccc(NC(=O)C2CC(=O)N(c3ccc4c(c3)OCCO4)C2)c1 (centres undefined) | ? | /
CCOC(=O)C(C)Sc1nc(-c2ccccc2)nc2ccc(F)cc12 (centres undefined) | 6.2% | 5.3
COc1cccc(-c2c(C(=O)N/N=C(\C)c3cccs3)nnn2-c2nonc2N)c1 | i | -0.4
